DT40 TDP1 CPT – growth inhibition of DT40 Tdp1-/-;hTDP1 cells with camptothecin (screen for TDP1 inhibitors). 420,000 compounds, 12% hits. chicken DT40 Tdp1-/-;hTDP1 cells + 20 nM CPT, ATP luminescence, 48 h. AID 686979. Potency, µM (highest dose often 46.2 µM), for inactives: top-dose activity change, negative = growth inhibition, usual class: inhibitors; also: nearly all actives have a fitted effect of over 55% in size
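Chicken DT40 Tdp1-/- cells complemented with human TDP1, 400 cells/well, exposed to compounds plus 20 nM camptothecin for at least 48 h at 37 C; viability read as ATP content by CellTiter-Glo luminescence.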
TDP1 block – TDP1 (human) enzyme inhibition. Q9NUW8. recombinant TDP1, AlphaScreen DNA substrate cleavage. Potency, µM (series often up to 130 µM), inactives show at the top dose activity change, negative = inhibition, actives largely listed as inhibitors. 350,000 compounds, 0.28% hits; also: nearly all actives have a fitted effect of over 40% in size
Target sequence (Q9NUW8 whole entry, looked up): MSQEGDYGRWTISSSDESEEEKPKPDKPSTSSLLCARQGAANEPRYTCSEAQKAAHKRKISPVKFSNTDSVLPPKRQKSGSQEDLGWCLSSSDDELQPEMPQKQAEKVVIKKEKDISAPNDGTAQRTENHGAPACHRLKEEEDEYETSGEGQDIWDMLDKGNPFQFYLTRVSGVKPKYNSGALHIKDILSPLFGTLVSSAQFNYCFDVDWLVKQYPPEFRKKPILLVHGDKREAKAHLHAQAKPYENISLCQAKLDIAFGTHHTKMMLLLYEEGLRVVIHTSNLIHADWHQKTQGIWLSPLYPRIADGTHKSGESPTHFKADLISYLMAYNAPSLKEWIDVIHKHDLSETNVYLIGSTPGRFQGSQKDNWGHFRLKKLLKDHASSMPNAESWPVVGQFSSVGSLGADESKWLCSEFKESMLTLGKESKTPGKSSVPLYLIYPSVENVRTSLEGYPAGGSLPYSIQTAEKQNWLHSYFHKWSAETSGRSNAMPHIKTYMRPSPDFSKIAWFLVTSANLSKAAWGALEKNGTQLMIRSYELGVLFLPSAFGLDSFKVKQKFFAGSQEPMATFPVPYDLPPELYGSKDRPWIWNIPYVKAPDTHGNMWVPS
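Compounds were preincubated with Tdp1 (1 nM final) for 15 min at room temperature before substrate (15 nM final) started a 5 min reaction; beads (10 ug/ml final) were then added for 10 min before AlphaScreen detection.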
DT40 TDP1 no CPT – qHTS for Inhibitors of human tyrosyl-DNA phosphodiesterase 1 (TDP1): qHTS in cells in absence of CPT; DT40 Tdp1-/- hTDP1 cells, no CPT, ATP luminescence, 48 h; Potency, µM (series often up to 46.2 µM), without a hit: at the top dose activity change, negative = growth inhibition, actives largely listed as inhibitors; 420,000 compounds, 15% hits; AID 686978, 2013; also: nearly all actives have a fitted effect of over 55% in size
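Chicken DT40 Tdp1-/- cells stably complemented with human TDP1 were seeded at 400 cells/well with DMSO in place of 20 nM camptothecin. After compound pinning, cells grew at least 48 hr at 37 °C; viability read by CellTiter-Glo luminescence.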
* = called active by the depositor; ? = inconclusive; . = not tested or not shown; [ ] = dose if it differs, or a comment. Calls follow the shape of the dose curve; as a rule, active = well fitted curve in the direction sought with a large enough effect; inconclusive = small, poorly fitted or top-dose-only effect, or another doubt; inactive = no such curve, though single readings can be large; an effect the other way counts as inactive or inconclusive. % is scaled to controls: 0 for no effect and ±100 for the full control effect; potency is read from the fitted curve at half-maximal effect. Not a hit list. About 18% of those tested had a hit in this group.

SMILES,DT40 TDP1 CPT,TDP1 block,DT40 TDP1 no CPT
O=C(NCc1ccc(Cl)cc1)C1CCN(c2nnc(N3CCCC3=O)s2)CC1,18%,.,10%
COc1ccc(NC(=O)Nc2ccc3c(c2)C(=O)N([C@H](C)CO)C[C@H](C)[C@@H](CN(C)C(=O)Nc2ccc4c(c2)OCO4)O3)cc1,?,4%,-10%
CCN(CC)CCNC(=O)c1ccc(-n2c(-c3ccccc3)cc3c2CCCC3)cc1,?,3%,?
CC(C)NC(=O)C1CCN(C(=O)N2CCOc3ccc(Cl)cc32)CC1,-28%,4%,?
CC(C)OCCCNC(=O)c1ccc2c(c1)N(Cc1c(F)cccc1Cl)C(=O)c1ccccc1S2,23µM*,2%,26µM*
CCOC(=O)c1c(NC(=O)Cc2cccs2)sc(C(=O)NC2CCCC2)c1C,1%,3%,-20%
Cn1c(N)nc(N)c(NC=O)c1=O,1%,.,13%
COc1ccc(N2C(=O)[C@H]3[C@@H](C2=O)C2c4ccccc4C=NN2[C@H]3C(=O)C(C)(C)C)cc1 (stereo not given in full),5%,2%,-27%
COc1ccc(-c2nc(SCC(=O)Nc3ccc4c(c3)OCCO4)c(-c3ccc(C)cc3)[nH]2)cc1OC,?,2%[12.3 µM],18µM*
COc1ccc(N(CCC#N)C(=O)/C(C#N)=C\c2cccs2)cc1,-12%,3%,-19%
CCOC(=O)C1=C(CSc2nc3ccccc3s2)NC(=O)NC1c1cc(C)ccc1C (stereo not given),?,-2%,23µM*
COc1ccc(-c2cc(C(=O)OCC(=O)N3CCCCC3)c3ccccc3n2)cc1OC,?,-1%,21µM*
Cc1ccccc1S(=O)(=O)Cc1ccc(C(=O)NC2CC2)o1,-1%,2%,15%
CCNC(=S)/C(=C(/[O-])c1ccc([N+](=O)[O-])cc1)[n+]1ccccc1,?,5%,?
CCOc1ccccc1OCCN1CCC(Cc2ccccc2)CC1,-19%,-5%,?
COc1cc(NC(=O)c2cc(-c3ccccc3)nc3c2cnn3C(C)C)cc(OC)c1OC,13µM*,3%,5.8µM*

Look-ups from the results shown.
CCNC(=S)/C(=C(/[O-])c1ccc([N+](=O)[O-])cc1)[n+]1ccccc1 in TDP1 block = 5%
Cc1ccccc1S(=O)(=O)Cc1ccc(C(=O)NC2CC2)o1 in DT40 TDP1 CPT = -1%
COc1ccc(N(CCC#N)C(=O)/C(C#N)=C\c2cccs2)cc1 in DT40 TDP1 no CPT = -19%
COc1cc(NC(=O)c2cc(-c3ccccc3)nc3c2cnn3C(C)C)cc(OC)c1OC in TDP1 block = 3%
COc1ccc(-c2nc(SCC(=O)Nc3ccc4c(c3)OCCO4)c(-c3ccc(C)cc3)[nH]2)cc1OC in TDP1 block = 2%[12.3 µM]
CCOC(=O)C1=C(CSc2nc3ccccc3s2)NC(=O)NC1c1cc(C)ccc1C (stereo not given) in DT40 TDP1 no CPT = 23µM*

Remaining list, next part:
SMILES,DT40 TDP1 CPT,TDP1 block,DT40 TDP1 no CPT
Cc1ccc(S(=O)(=O)NCCC(=O)NCCN2CCCCCC2)cc1,-10%,8%,?
Cc1ccc(NC(=O)C2CCC(N3C(=O)C4CCCCC4C3=O)CC2)cc1 (stereo not given),-16%,.,?
CC(C)(C)c1ccc(S(=O)(=O)Nc2cccc(C3OCCCO3)c2)cc1,15µM*,0%,15µM*
Cc1ccc(/C(O)=C2/C(=O)C(=O)N(CCCn3ccnc3)C2c2cccnc2)cc1 (stereo not given),8%,.,-1%
Cc1ccc([C@H]2C[C@@H](O)[C@H](n3cc(-c4ccc(F)cc4)nn3)CN2C(=O)c2cccs2)cc1,?,.,15µM*
CCn1nc(C)c(CCN(C)C(=O)Nc2cc(Cl)c(OC)cc2OC)c1C,-11%,9%,?
COc1ccc(OC)c(S(=O)(=O)N2CCCC(C)C2)c1 (stereo not given),-12%,-3%,-15%
O=C(COCc1cc(-c2cccs2)on1)Nc1cccc(O)c1,-11%,1%,-18%
Cc1ccc(C)c(C(=O)CSc2n[nH]c(-c3ccncc3)n2)c1,-24%,3%,?
CCc1cccc(CC)c1NC(=O)C(NS(=O)(=O)c1cccs1)c1ccccc1 (stereo not given),-17%,2%,?
CCOc1ccccc1NC(=S)Nc1ccc2cn[nH]c2c1,?,.,?
NC1=NC2(CCCCC2)N=C(Nc2ccc(Br)cc2)N1,?,3%,?
CC(=O)Nc1ccc(CN2CCN(Cc3ccc(C)cc3)C(CCO)C2)cc1 (stereo not given),-2%,1%,-21%
O=C(COC(=O)CCNS(=O)(=O)c1ccccc1)NNC(=O)c1ccccc1,0%,-6%,-7%
C=CCn1c(SCC(=O)c2ccc(OC)cc2)nnc1C(C)NC(=O)c1cccs1 (stereo not given),-10%,9%,-26%
Cc1c(C)c2cc(Cl)c(OCC(=O)Nc3ccccn3)cc2oc1=O,-13%,.,-14%
CCCCn1c(NC(=O)C2CCCCC2)nc2ccccc21,?,7%,?
COC(=O)c1nc(-c2ccccc2)n[nH]1,-1%,-4%,1%
CCOc1ccc2nc(CN3CCN(Cc4ccccc4OCC)C(CCO)C3)ccc2c1 (stereo not given),23µM*,.,26µM*
COc1ccc(NC(=O)c2ccccn2)cc1,?,3%,?
CCOc1ccc(N(CC)C(=O)c2cc3c(s2)-c2ccccc2OC3)cc1,?,2%,?
CCOC(=O)C1(Cc2ccccc2C)CCCN(C(=O)CCc2cccnc2)C1 (stereo not given),16µM*,-3%,?
COc1cc(OC)c(NC2=NCCCCC2)cc1Cl,?,3%,-6%
CN(C)C1=NCCN1CC1CCCC1,-16%,-5%,-13%
COc1ccc(CCNC(=O)CC(=O)NCCc2ccc(OC)cc2)cc1,-8%,2%,-23%
CCN1CCN(CCCN(Cc2ccco2)C(=S)Nc2ccc(Cl)c(C)c2)CC1,-15%,1%,?
Cc1nccn1-c1ccc(NC(=O)[C@H]2O[C@@H](n3cnc4c(N)ncnc43)[C@H](O)[C@@H]2O)cc1,1%,.,1%
CCOc1ccc(-n2c(CCc3ccccc3)n[nH]c2=S)cc1,?,5%,?
NC(=O)c1ccccc1NS(=O)(=O)c1ccc2c(c1)OCCO2,-8%,2%,-2%
CCOc1cc(C(=O)N/N=C/c2ccoc2)cc(OCC)c1OCC,16%,-3%,6%
COc1cccc(-c2nc(NCCc3c[nH]c4ccc(OC)cc34)c3ccccc3n2)c1,?,14%[56.1 µM],?
Cc1ccccc1SCC(=O)NCC1(N2CCCCC2)CCCCC1,-24%,.,?
O=C(Nc1cccc(Cl)c1)OC1CCCCc2cccnc21 (stereo not given),13µM*,3%,?
COc1ccc(CC(NC(C)=O)C(=O)NC2CCN(C(=O)Nc3ccccc3Cl)CC2)cc1OC (stereo not given),-18%,7%,-9%
CN(CC(=O)Nc1ccc(F)cc1)C(=O)COC(=O)C1=COCCO1,-8%,.,3%
N#Cc1ccc(NC(=O)CSc2nc3[nH]c(=O)cc(O)c3s2)cc1,18%,-13%,2%
Cc1cc(C)nc(NC(=O)C2c3ccccc3Oc3ccccc32)n1,1%,9%,-12%
Cc1cccc(-n2c(O)c(C=Nc3ccc(O)cc3)c3ccccc3c2=O)n1,?,4%,?
CC(C)C[C@@H](CSc1ccccc1)N1CCN(CC(C)C)CCC1=O,29µM*,.,14µM*
CC(=O)Nc1ccc(C2=NNC(=Nc3cccc(S(=O)(=O)N(C)C)c3)SC2)cc1,6.5µM*,5%,5.8µM*
CC1CN(C(=O)CCS(=O)(=O)c2ccccc2)CC(C)O1 (stereo not given),2%,13%,10%
Cc1ccc(C2(c3ccccc3)NC(=O)N(CC(=O)N(C)C3CCS(=O)(=O)C3)C2=O)cc1C (stereo not given),1%,0%,-28%
CC(C)CC(=O)c1c[nH]c(C(=O)N2CCN(Cc3ccccc3)CC2)c1,8%,6%,-5%
Cc1cccc(NC(=S)NNC(=O)c2ccc3c(c2)OCO3)c1,?,8%,?
Cn1cc(S(=O)(=O)N2CCOCC2)cc1C(=O)Nc1ccc(Cl)cc1,-89%,.,-2%
COc1ccc(N=c2scc(C)n2CCCN2CCCC2=O)cc1,0%,5%,15%
COc1cc(C(=O)NCCN=C2NS(=O)(=O)c3ccccc32)cc(OC)c1OC,0%,.,-10%
CCC(CC)NC(=O)Cc1ccc(S(=O)(=O)N2CCOCC2)s1,-3%,0%,-22%
Cc1ccc(CN2CCC(c3cc(-c4ccc(Cl)cc4)n[nH]3)CC2)cc1,16µM*,.,15µM*
Cc1cc(C)nc(OC(C(=O)O)C(OCc2ccccc2)(c2ccccc2)c2ccccc2)n1 (stereo not given),0%,.,3%
Cc1cn(CC(=O)NCCc2ccccn2)c(=O)[nH]c1=O,-12%,.,-2%
N#C/C(=C\c1ccc(-c2cc(Cl)ccc2Cl)o1)C(=O)Nc1ccccc1C(=O)O,-30%,-6%[12.3 µM],?
CC(NS(=O)(=O)c1ccccc1)C(N)=O (stereo not given),8%,-9%,-3%
O=C(NC(=S)N1CCN(c2nc(-c3ccccc3)cs2)CC1)c1cccnc1,?,8%,?
O=C1CCN(Cc2ccc(Br)cc2)CCN1CCO,-1%,.,-8%
CC(=O)N1CCc2cc(S(=O)(=O)NC(Cc3ccccc3)C(=O)O)ccc21 (stereo not given),-10%,7%,2%

New compounds follow.
SMILES,DT40 TDP1 CPT,TDP1 block,DT40 TDP1 no CPT
CC(C)(C)OC(=O)NCc1ccc(CNC(=O)c2ncn(Cc3ccccc3)c2C(=O)NCc2ccc(CNC(=O)OC(C)(C)C)cc2)cc1,-15%,2%,-3%
COC(=O)c1cn(NC(=O)Cc2cccc(OC)c2)c(=O)c2ccccc12,5%,2%,4%
CC1(C)Cc2c(C#N)c(NCC3CCCO3)nc(-c3ccco3)c2CO1 (stereo not given),?,.,?
COc1ccc(C(=O)NCC(=O)OCC(=O)N2CC(C)CC(C)C2)cc1 (stereo not given),-1%,0%,-2%
CCOc1cc(NC(=S)NCC2CCCO2)c(OCC)cc1NC(=O)c1cccc(C)c1 (stereo not given),?,8%,?
Cc1ccsc1/C=N/n1c(-c2cccnc2)n[nH]c1=S,-5%,9%,12%
O=C(c1cc2cc(Br)ccc2o1)N1CCCCC1,?,-8%,21µM*
Cc1ccc(OC/C(=N\O)C(C)(C)C)c([N+](=O)[O-])c1,-6%,6%,-26%
O=C(CSc1cnc2ccccc2n1)NC1CCCC1,2%,1%,-10%
COc1cccc(S(=O)(=O)Nc2ccc3c(c2)[C@@H]2C[C@H](CC(=O)NCCc4ccccc4)O[C@H](CO)[C@@H]2O3)c1,23µM*,.,16µM*
O=S(=O)(N(Cc1ccccc1)[C@@H](CO)Cc1ccccc1)N(Cc1ccccc1)[C@@H](CO)Cc1ccccc1,?,1%,5.6µM*
O=[N+]([O-])c1ccc(N2CCN(C(=S)NCc3ccc(Cl)cc3)CC2)cc1,5.8µM*,.,3.7µM*
C[N+]1(CCCCSc2ccc(O)cc2)CCCCC1,15%,1%,-18%
Cc1oc2cc(O)ccc2c(=O)c1-c1ccccc1,?,2%,?
O=C(O)CC(=O)Nc1cc(Cl)ccc1O,-13%,0%,4%
O=C(Nc1cc(C(F)(F)F)ccc1N1CCCC1)C1CCCO1 (stereo not given),0%,2%,-9%

Only TDP1 block and DT40 TDP1 CPT, for 2 of the compounds above:
| molecule | TDP1 block | DT40 TDP1 CPT |
| --- | --- | --- |
| O=C(CSc1cnc2ccccc2n1)NC1CCCC1 | 1% | 2% |
| COc1cccc(S(=O)(=O)Nc2ccc3c(c2)[C@@H]2C[C@H](CC(=O)NCCc4ccccc4)O[C@H](CO)[C@@H]2O3)c1 | . | 23µM* |

Next section
SMILES,DT40 TDP1 CPT,TDP1 block,DT40 TDP1 no CPT
CC(=O)c1ccc(OCc2cc(C(=O)N(C)CC3COc4ccccc4O3)no2)cc1 (stereo not given),10µM*,.,13µM*
O=C1N=C(N2CCCCC2)S/C1=C\c1ccccc1F,7%,3%,?
Cc1ccc(OCCNC(=O)c2ccc3c(c2)OCO3)cc1,4%,2%,9%
COc1ccc(OC)c(CNS(=O)(=O)c2cn(C)cn2)c1,7%,0%,-13%
CC(=O)c1ccc(N2CCN(c3ncnc4c3cnn4C)CC2)cc1,?,5%,8.2µM*
O=C(CN1C(=O)c2ccccc2S1(=O)=O)NCc1ccccn1,-5%,5%,6%
Cc1ccc(CNC(=O)CSC2=Nc3ccccc3N=C(c3ccc(F)cc3)C2)cc1,-11%,3%,6%
C=CCN(C(=O)CN1CCOCC1)c1nc(C)c(-c2ccccc2)s1,-15%,3%,?
COc1ccc(C2=NN(c3ccccc3)C(c3cccs3)C2)cc1 (stereo not given),-1%,0%,?
CCOC(=O)c1cnc2c(C)c(Cl)ccc2c1NCCc1ccccc1,-8%,-1%[12.3 µM],-6%

High-throughput results as filed in PubChem.
